influenza NS1A: NS1A inhibition, H1N1 influenza, cell based functional assay (AID 504329); hit rate 0.3% among 340,000; NS1A functional cell-based assay, percent inhibition; higher % means a stronger effect; inhibition, % at 12.5 µM, or IC50 in µM where a hit was titrated; in the data active = a potency from the dose series; inconclusive = inhibition above about 27% without an active follow-up result; note: strong numbers were not always called active
tuberculosis growth: growth inhibition of non-replicating M. tuberculosis (AID 488890); Mycobacterium tuberculosis non-replicating, growth inhibition; higher % means a stronger effect; one-dose inhibition, % at 25 µM; IC50 in µM for titrated hits; hit rate 0.39% among 320,000; in the data active = a potency from the dose series; inconclusive = inhibition mostly from about 82% at the one dose, without a potency; inactive = the rest, 99 in 100 with inhibition below about 76%;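 note: plate controls were DMSO cells for no effect and high antibiotic wells for full effect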
VEEV TC-83 Vero: inhibitors of VEEV TC-83 cytopathic effect, confirmation, Vero cells (AID 588727); Vero cells, VEEV TC-83 cytopathic effect inhibition; higher % means a stronger effect; hit rate 0.13% among 350,000; inhibition, % at 20 µM; hits with a dose series show IC50 in µM; in the data active = a potency from the dose series; inconclusive = inhibition mostly from about 14% at the one dose, without a potency; inactive = the rest, 99 in 100 with inhibition below about 12%; note: strong numbers were not always called active
Salmonella PhoP GFP: PhoP regulon inhibitors, Salmonella typhi PhoP promoter GFP reporter, confirmatory (AID 1850). hit rate 0.33% among 310,000. one-dose inhibition, % at 50 µM; IC50 in µM for titrated hits. Salmonella Typhi PhoP-promoter GFP reporter, fluorescence, 4 h; higher % means a stronger effect; in the data active = a potency from the dose series; inconclusive = inhibition mostly from about 25% at the one dose, without a potency; inactive = the rest, 99 in 100 with inhibition below about 19%;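 note: 0% = induced wells with vehicle and 100% = uninduced wells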
M. tuberculosis HTS: M. tuberculosis growth inhibition, HTS (AID 449762); hit rate 0.59% among 330,000; M. tuberculosis H37Rv growth inhibition, 7H9 media; higher % means a stronger effect; inhibition, % at 25 µM; hits with a dose series show IC50 in µM; in the data active = a potency from the dose series; inconclusive = inhibition above about 70% without an active follow-up result;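 note: bacterial growth assessed after seven days of incubation; strong numbers were not always called active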
VEEV TC-83 Vero 10K pilot screen: recorded beside VEEV TC-83 Vero, whose call it bears; inhibition, %; measured here: 10K pilot screen inhibition
The depositor's hits bear a star; i = inactive; u = inconclusive; x = no result given; & = joins results of further samples.

SMILES	influenza NS1A	tuberculosis growth	VEEV TC-83 Vero	Salmonella PhoP GFP	M. tuberculosis HTS	others
COc1ccc(C(=O)COC(=O)c2sc(C)nc2C)cc1F	1%	16%	0.2%	x	6%
Cc1cc(C)c2nc(C)cc(Nc3ccc(C(=O)N(C)C)cc3)c2c1	x	18%	x	-4%	4%
Cc1ccccc1NC(=S)NC(C)CCc1ccccc1 (configuration not stated)	13%	u	i	-12%	5%
CCN(C(=O)COC(=O)/C=C/c1ccco1)c1c(N)n(Cc2ccccc2)c(=O)[nH]c1=O	1%	x	0.9%	x	x
Cc1ccccc1NC(=S)Nc1cccc2cnccc12	-4%	40%	4.3%	11%	-1%
Cc1nc(SCc2nc3ccccc3[nH]2)c2oc3cc(Br)ccc3c2n1	-13%	16%	8.0%	x	0%
COCCN(C(=O)COC(=O)CNC(=O)c1ccc(C)cc1)c1c(N)n(Cc2ccccc2)c(=O)[nH]c1=O	-14%	x	0.8%	x	x
COc1cc(/C=N/NC(=O)CN(Cc2ccco2)S(=O)(=O)c2ccccc2)ccc1O	-2%	1%	0.6%	3%	-5%
N#CCCCSc1nnc(-c2ccc(Cl)cc2)n1-c1ccccc1	-6%	22%	i	-1%	1%
CCC1CCCCN1C(=O)COc1ccc2c(c1)OCO2 (configuration not stated)	2%	-2%	3.9%	-4%	-8%
COc1ccc(CNC(=O)COC(=O)C2CCC(C(C)(C)C)CC2)cc1 (configuration not stated)	-28%	62%	0.2%	-3%	4%
Cc1cccc(NC(=O)CSc2nnc(NC(=O)c3ccco3)s2)c1	-7%	11%	i	10%	-10%

Part of the list above in order of molecular weight, low to high.
SMILES	influenza NS1A	tuberculosis growth	VEEV TC-83 Vero	Salmonella PhoP GFP	M. tuberculosis HTS	others
CCC1CCCCN1C(=O)COc1ccc2c(c1)OCO2 (configuration not stated)	2%	-2%	3.9%	-4%	-8%
Cc1cc(C)c2nc(C)cc(Nc3ccc(C(=O)N(C)C)cc3)c2c1	x	18%	x	-4%	4%
Cc1nc(SCc2nc3ccccc3[nH]2)c2oc3cc(Br)ccc3c2n1	-13%	16%	8.0%	x	0%

Three neighbouring compounds from above, for reference:
SMILES	influenza NS1A	tuberculosis growth	VEEV TC-83 Vero	Salmonella PhoP GFP	M. tuberculosis HTS	others
CCN(C(=O)COC(=O)/C=C/c1ccco1)c1c(N)n(Cc2ccccc2)c(=O)[nH]c1=O	1%	x	0.9%	x	x
Cc1ccccc1NC(=S)Nc1cccc2cnccc12	-4%	40%	4.3%	11%	-1%
Cc1nc(SCc2nc3ccccc3[nH]2)c2oc3cc(Br)ccc3c2n1	-13%	16%	8.0%	x	0%

(list continues)
SMILES	influenza NS1A	tuberculosis growth	VEEV TC-83 Vero	Salmonella PhoP GFP	M. tuberculosis HTS	others
c1csc(CSc2nnc3sc4ccccc4n23)c1	-2%	15%	0.6%	13%	1%
Cn1c(=O)c2[nH]c(C3CC3)nc2n(C)c1=O	-2%	x	i	x	x
COc1ccc(C(=O)N2CCN(c3ccccc3Cl)CC2)cc1S(=O)(=O)NC1CC1	-4%	14%	0.5%	x	-4%
CC(C)(C)C1CCC(=NNC(=O)CC(=O)NCc2ccccc2)CC1 (configuration not stated)	-5%	19%	0.3%	4%	4%
CC(=O)Nc1ccccc1OC(C)C(=O)N1CC(C)CC(C)C1 (configuration not stated)	-10%	0%	1.4%	3%	3%
Cc1ncc(CO)c2c1Oc1nc(-c3ccccc3)nc(SCC(=O)N3CCCCC3)c1C2	12%	4%	u	1%	-6%
CCOc1ccccc1C(=O)NCC(=O)OCCCOC(=O)CNC(=O)c1ccccc1OCC	-2%	15%	3.2%	7%	3%
OC1(c2ccccc2)C/C(=N\n2cnnc2)C=C1c1ccccc1 (configuration not stated)	-1%	3%	0.5%	7%	-3%
N#CCCN(C(=O)COC(=O)c1ccc2c(c1)OCCO2)c1ccccc1	-24%	8%	0.9%	x	0%
O=C1C=C(NNC(=O)c2ccccc2Br)CCC1	13%	4%	0.1%	-8%	3%
CCCCN(CCCC)CCNC(=O)c1cn(C)c2ccc(S(=O)(=O)N(C)C3CCCCC3)cc2c1=O	-2%	49%	i	-13%	11%
Cc1[nH]c(=S)c(C#N)c2c1CCCC2	-9%	x	0.9%	-14%	-1%
O=C(Nc1cccc2nsnc12)c1ccc(-c2ccc(Br)cc2)o1	21%	21%	0.7%	-25%	-1%
CC(c1ccccc1)c1nnc(NC(=O)c2ccc3c(c2)OCO3)s1 (configuration not stated)	-15%	1%	3.3%	13%	7%
N=c1c2c(ncn1CCN1CCOCC1)Oc1cc(O)ccc1C2c1ccccc1 (configuration not stated)	-1%	3%	6.8%	3%	5%
CCC(C)(C)NC(=O)C(c1ccccn1)N(C(=O)c1csnn1)c1ccc(C)cc1 (configuration not stated)	-8%	23%	0.1%	-30%	3%
O=C(NCCc1cn[nH]c1)C1CCC(=O)N(CCc2cccc(F)c2)C1 (configuration not stated)	-1%	-13%	3.9%	1%	-7%
COc1ccc2[nH]c3c(NCCCN4CCCC4=O)ncnc3c2c1	-1%	4%	5.0%	-8%	-2%
C/C(N)=C(/C#N)C(=O)COC(=O)C1=NN(c2ccccc2)C(=O)CC1	-26%	-16%	i	4%	-2%
Cc1noc(C)c1COc1cccc(C(=O)N2CCc3ccccc32)c1	3%	29%	3.4%	-11%	6%
Cc1nc2sc(C(c3ccco3)N3CCc4ccccc4C3)c(O)n2n1 (configuration not stated)	5%	5%	0.3%	14%	-6%
Cc1ccc2c(c1)c1cccc3c1n2CCN3CCC(N)=O	22%	13%	2.6%	14%	5%
O=C(Cn1c(-c2ccccn2)nc2ccccc21)NCCN1CCOCC1	-3%	-9%	1.7%	-1%	-1%
CC(C)(C)c1ccc(C(=O)Nc2ccc(CC(=O)O)cc2)o1	-6%	1%	0.3%	-3%	-2%
CN(C)S(=O)(=O)c1cccc(NC(=O)C2CCN(S(=O)(=O)c3cccs3)CC2)c1	1%	15%	8.8%	x	-1%
COc1ccc(CCNC(=S)NC2CCN(Cc3ccccc3)CC2)cc1OC	-6%	-8%	0.5%	6%	-10%
CC12Cc3cn[nH]c3C=C1CCC1C2CCC2(C)C1CCC2(C)O (configuration not stated)	-7%	x	2.1%	x	x
O=C1/C(=C/c2ccccc2O)SC(=S)N1Cc1cccnc1	-4%	37%	4.8%	0%	2%
CCOC(=O)c1[nH]c(C)c(C(=O)OCCOc2cccc(C)c2)c1C	3%	35%	1.7%	-2%	-13%
COc1ccc(NS(=O)(=O)c2cc(NC(=O)c3ccccc3)ccc2N2CCOCC2)cc1	-2%	42%	6.2%	x	4%
COc1ccc(-n2nnc3c(SCc4ccccc4)ncnc32)cc1	3%	33%	6.1%	-4%	9%
Cc1no[n+]([O-])c1COc1ccc(/C=N/n2nnnc2N)cc1	4%	29%	1.8%	-4%	2%
NC1=NC(c2ccc(Cl)cc2)n2c(nc3ccccc32)N1 (configuration not stated)	3%	21%	i	-6%	-3%
CCC(NS(=O)(=O)c1ccc(OC)cc1)C(=O)O (configuration not stated)	4%	-13%	1.3%	-6%	-8%	VEEV TC-83 Vero 10K pilot screen=0.2
Cc1ccc(NS(=O)(=O)c2cc([N+](=O)[O-])ccc2NNC(=S)Nc2cccc(Cl)c2)c(C)c1	17µM*	53%	0.3%	-6%	2%
Cc1ccc(OCc2cc(C(=O)N3CCC(C(O)C(C)C)CC3)no2)cc1C (configuration not stated)	7%	24%	5.3%	1%	-3%

Among those listed so far, 4 have a cyano group.
SMILES	influenza NS1A	tuberculosis growth	VEEV TC-83 Vero	Salmonella PhoP GFP	M. tuberculosis HTS	others
N#CCCCSc1nnc(-c2ccc(Cl)cc2)n1-c1ccccc1	-6%	22%	i	-1%	1%
N#CCCN(C(=O)COC(=O)c1ccc2c(c1)OCCO2)c1ccccc1	-24%	8%	0.9%	x	0%
Cc1[nH]c(=S)c(C#N)c2c1CCCC2	-9%	x	0.9%	-14%	-1%
C/C(N)=C(/C#N)C(=O)COC(=O)C1=NN(c2ccccc2)C(=O)CC1	-26%	-16%	i	4%	-2%

Later entries
SMILES	influenza NS1A	tuberculosis growth	VEEV TC-83 Vero	Salmonella PhoP GFP	M. tuberculosis HTS	others
CCOc1ccc2nc(SCC(=O)N(C)C3CCS(=O)(=O)C3)[nH]c2c1 (configuration not stated)	10%	-4%	5.6%	4%	-9%
CSC1SCC2C(=O)N(C)C(C(C)C)C(=O)OCC(NC(=O)c3cnc4ccccc4n3)C(=O)NC(C)C(=O)N(C)C1C(=O)N(C)C(C(C)C)C(=O)OCC(NC(=O)c1cnc3ccccc3n1)C(=O)NC(C)C(=O)N2C (configuration not stated)	7%	x	3.5%	x	x
O=C(C[C@H]1C[C@H](C(=O)N2CCCCC2)[C@@]2(CCc3ccccc3)c3[nH]c4ccc(Cl)cc4c3CCN2C1=O)NCCCn1ccnc1	4%	x	1.9%	x	x
CC(C)c1cc(-c2cc(C(=O)Nc3ccccc3)on2)nc(NCC2CC2)n1	x	6%	x	9%	u
CCCC1=[N+](CC(=O)c2ccc(C)cc2)CCn2cccc21	-14%	25%	i	13%	3%
CCCNc1c(N)c(=O)c1=O	x	-14%	1.5%	5%	2%
O=C(CCc1nnc(CCCCc2ccccc2)o1)N1CCCC(O)C1 (configuration not stated)	-11%	-13%	i	2%	6%
COC(=O)C1ON2OC(C(=O)OC)C(C(=O)OC)C2C1CC(C)=O (configuration not stated)	10%	-2%	0.7%	18%	-2%
COc1ccc(NC2=Nc3ccccc3N[C@@]23C[C@H]2CCCC(=O)N4CC[C@@H](C3)[C@@H]24)cc1	1%	x	0.4%	x	x
COc1ccc(C(C)=O)cc1CSc1nnc(-c2ccncc2)o1	15%	11%	0.6%	9%	3%
O=C(CCS(=O)(=O)c1ccc(Br)cc1)NCCc1ccc(Cl)cc1	-21%	18%	1.2%	1%	-2%
C=C(C)C1Cc2c(C)nn(-c3ccccc3)c2C1 (configuration not stated)	-21%	11%	1.9%	-5%	5%
O=C(CCNC(=O)c1ccc([N+](=O)[O-])cc1)Nc1cccc(S(=O)(=O)N2CCOCC2)c1	1%	-8%	0.7%	x	-7%
Cc1c(NC(=O)C23CC4CC(CC(C4)C2)C3)c(=O)n(-c2ccccc2)n1C	-7%	-19%	1.4%	-4%	4%
CCN(CC(=O)NC1CCCCCC1)S(=O)(=O)c1ccccc1	9%	0%	0.8%	13%	-1%
CCOc1cccc(C(=O)NC(=S)Nc2ccc(N3CCN(CC)CC3)cc2)c1	19%	u	2.0%	9%	29%
O=C(COC(=O)c1cccnc1Cl)c1ccc(Cl)s1	-1%	21%	0.4%	x	3%
COc1ccc(Nc2ccc(C(N)=O)cc2[N+](=O)[O-])cc1	-2%	18%	3.3%	1%	-3%
CCC(=O)OCn1nnc2ccccc2c1=O	-14%	49%	0.6%	6%	u
COC(=O)c1cc2ccccc2n1S(=O)(=O)c1ccccc1	-4%	0%	i	-10%	-1%
COc1cccc(C(C(=O)NC2CCCC2)N(CCC(C)C)C(=O)CCC(=O)Nc2cc(C)on2)c1 (configuration not stated)	-4%	20%	0.7%	6%	-5%
Oc1ccccc1N1CCN(CC(O)COC2CCCc3ccccc32)CC1 (configuration not stated)	8%	20%	i	3%	7%
C=CCN1C=CC=C/C1=C1\SC(=S)N(C)C1=O	x	-4%	i	6%	-3%
CCCC(=O)Nc1ccc(C(=O)NCC(=O)OCC)cc1	-3%	18%	0.6%	1%	2%
Cc1cc(-c2cccnc2)c(C#N)c(SCc2cccc(F)c2)n1	-1%	13%	1.6%	-3%	-4%
COc1ccc(C2NC(=O)NC(C)=C2C(=O)OC2CCCCC2)cc1OC (configuration not stated)	1%	-5%	0.3%	7%	4%
CCOC(=O)COc1ccc2c(c1)C(=O)CC1(CCCCC1)O2	-19%	0.6µM*	2.8%	2%	u	VEEV TC-83 Vero 10K pilot screen=0.3
Cc1nnc(SCc2ccc(F)cc2)n1NC/C=C/c1ccccc1	2%	12%	i	-3%	5%
Cc1c(NS(=O)(=O)c2ccc3[nH]c(=O)[nH]c3c2)c(=O)n(-c2ccccc2)n1C	3%	-10%	i	-6%	1%
COC(=O)c1oc2c(c1C)C(=O)CC(C)(C)C2	-1%	-12%	0.7%	1%	-2%
Cc1ccc(-c2nnn(CC(=O)N(CC(=O)NC3CCCCC3)c3ccc(F)c(Cl)c3)n2)o1	-5%	-8%	i	0%	-1%
CN(C)CCC(c1ccc(Br)cc1)c1ccccn1 (configuration not stated)	5%&5%&-4%	6%&4%	0.9%&1.2%&0.8%	2%&4%	-3%&1%
COc1ccc(Cl)cc1C(=O)NCc1cnn(C)c1C	6%	2%	0.9%	-4%	-8%
COc1ccc(S(=O)(=O)N2CCSC2c2ccccc2)cc1 (configuration not stated)	-6%	4%	i	-4%	9%

From PubChem
